CD40 NFkB inh = CD40 pathway inhibition in BL2 cells | BL2 NF-kB luciferase reporter, CD40L-induced, 4 h | inhibition, % at 10 µM | 83,000 tested, 0.94% active;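 active = mean inhibition of at least 50% with a set share of replicates also reaching that level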;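 note: 0% = neutral control wells and 100% = IKK inhibitor VII at 50 µM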
Numbers without * were called inactive; [ ] = dose if it differs, or a comment.

Sample of the layout:
SMILES	CD40 NFkB inh
O=C(c1cccc(C(=O)N2CCc3ccccc32)n1)N1CCc2ccccc21	3
Cc1ccc(S(=O)(=O)N2CCCC2C(=O)Nc2nccs2)cc1 (stereo unspecified)	11
CC(=O)N1[C@@H]2CN(S(=O)(=O)c3ccccc3C)c3ccccc3[C@@H]2[C@@H]1CO	-6[25 µM]
O=C(O)COc1ccc2nsnc2c1Cl	-1
O=C(O)CCCNC(=O)c1cncc(Br)c1	6
COc1ccccc1N1CCN(C(=O)C(NS(=O)(=O)c2cccs2)c2ccccc2)CC1 (stereo unspecified)	29
O=C(Nc1cccc(Oc2ccccc2)c1)C1Cc2c(-c3ccc4c(c3)OCO4)ccnc2O1 (stereo unspecified)	-14
O=C(COC(=O)c1ccccc1)Nc1cccc(S(=O)(=O)N2CCOCC2)c1	9
COc1cccc(C2c3cc4c(cc3OC(NNC(N)=O)C2C)OCO4)c1O (stereo unspecified)	13
Cc1ccc(S(=O)(=O)N2CCOCC2)cc1C(=O)N1CCN(S(=O)(=O)c2cccc(F)c2)CC1	6
Cc1cc(-c2c(C(=O)N3CCOCC3)c(C)nn2-c2ccccc2)no1	3
Cc1ccc(S(=O)(=O)N(C)CC(=O)NCC(c2ccc(F)cc2)N2CCOCC2)cc1 (stereo unspecified)	4
COC(=O)c1cnc(N2CCOCC2)nc1C(F)(F)F	9
c1ccc2c(-c3nc(-c4ccncc4)no3)cccc2c1	-61
CC(C)CCn1c(C(C)O)nc2ccccc21 (stereo unspecified)	13
O=S(=O)(c1ccc(F)c(F)c1)N1CCCCCCC1	7

The listing, from the start:
SMILES	CD40 NFkB inh
O=C(c1cccc(C(=O)N2CCc3ccccc32)n1)N1CCc2ccccc21	3
Cc1ccc(S(=O)(=O)N2CCCC2C(=O)Nc2nccs2)cc1 (stereo unspecified)	11
CC(=O)N1[C@@H]2CN(S(=O)(=O)c3ccccc3C)c3ccccc3[C@@H]2[C@@H]1CO	-6[25 µM]
O=C(O)COc1ccc2nsnc2c1Cl	-1
O=C(O)CCCNC(=O)c1cncc(Br)c1	6
COc1ccccc1N1CCN(C(=O)C(NS(=O)(=O)c2cccs2)c2ccccc2)CC1 (stereo unspecified)	29
O=C(Nc1cccc(Oc2ccccc2)c1)C1Cc2c(-c3ccc4c(c3)OCO4)ccnc2O1 (stereo unspecified)	-14
O=C(COC(=O)c1ccccc1)Nc1cccc(S(=O)(=O)N2CCOCC2)c1	9
COc1cccc(C2c3cc4c(cc3OC(NNC(N)=O)C2C)OCO4)c1O (stereo unspecified)	13
Cc1ccc(S(=O)(=O)N2CCOCC2)cc1C(=O)N1CCN(S(=O)(=O)c2cccc(F)c2)CC1	6
Cc1cc(-c2c(C(=O)N3CCOCC3)c(C)nn2-c2ccccc2)no1	3
Cc1ccc(S(=O)(=O)N(C)CC(=O)NCC(c2ccc(F)cc2)N2CCOCC2)cc1 (stereo unspecified)	4
COC(=O)c1cnc(N2CCOCC2)nc1C(F)(F)F	9
c1ccc2c(-c3nc(-c4ccncc4)no3)cccc2c1	-61
CC(C)CCn1c(C(C)O)nc2ccccc21 (stereo unspecified)	13
O=S(=O)(c1ccc(F)c(F)c1)N1CCCCCCC1	7
N#C[C@H]1[C@@H](c2ccccc2)[C@H](CO)N1C(=O)c1cc(Cl)cc(Cl)c1	2[25 µM]
CCN(CC)C(=O)c1c([N+](=O)[O-])c(C(C)(C)C)nn1C	7
O=C(NCC1CCCN(C(=O)c2cscn2)C1)c1ccc(-c2ccccc2)cc1 (stereo unspecified)	-10
CC(C)c1ccc(S(=O)(=O)N2CCN(C(=O)CCNC(=O)Nc3ccccc3)CC2)cc1	0
NS(=O)(=O)c1ccc(CCNC(=O)CSc2nc3ccsc3c(=O)n2CCCCCC(=O)O)cc1	-1
Cc1nc(N)sc1-c1csc(NCc2ccccc2)n1	0
O=C(COC(=O)c1ccccc1O)Nc1ccc2ccccc2c1	-14
O=C(CN1C(=O)c2ccccc2S1(=O)=O)Nc1ncc([N+](=O)[O-])s1	3
CCOC(=O)c1ccccc1NC(=O)COC(=O)C1CCCC1	3
The results go on.
SMILES	CD40 NFkB inh
CN(C)C(=O)c1ccc(-c2ccc3c(c2)[C@H]2[C@H](CCN2C(=O)C2CCCC2)[C@@H](CO)N3C)cc1	-12[25 µM]
Cc1cc(CNC(=O)c2cc(-c3ccccc3)nc3ccccc23)nn1C	-5
C[C@H](CO)N1C[C@H](C)[C@H](CN(C)CC2CC2)OCc2cn(nn2)CCCC1=O	-5
Cc1ccc(S(=O)(=O)N2CCN(C(=O)[C@H](Cc3ccccc3)NC(=O)c3ccco3)CC2)cc1	6
O=C(Nc1cccc(C(=O)O)c1)/C(=C\c1ccccc1)NC(=O)c1cccc2ccccc12	-9
Cc1cc(C(F)(F)F)n(-c2nc(C(=O)NN)cs2)n1	6
CC1CCc2c(sc(NC(=O)c3nc4ncccn4n3)c2C#N)C1 (stereo unspecified)	-34
CC(OC(=O)[C@H](C)NC(=O)c1ccccc1Cl)C(=O)NCc1ccc2c(c1)OCO2 (stereo partly specified)	3
Cc1cc(=O)[nH]c(SCc2nnnn2-c2ccc(Cl)cc2)n1	-24
COc1ccc(/C=C/C(=O)OCC(=O)Nc2c(C)cccc2C)cc1	4
N/C(=N\OC(=O)CCCCCN1C(=O)c2ccccc2C1=O)c1ccccc1	-22
CCOCC(=O)Nc1cc([N+](=O)[O-])ccc1OC	-1
Cc1sc2ncnc(NCC(c3ccco3)N(C)C)c2c1C (stereo unspecified)	19
CO[C@@H](CN(C)S(=O)(=O)c1ccc(C)cc1)[C@H](C)CN(C(=O)Nc1ccccc1F)[C@@H](C)CO	-31[25 µM]
Cc1ncc([N+](=O)[O-])n1CCOC(=O)Nc1ccc(Cl)c(Cl)c1	11
N#C[C@H]1[C@H](c2ccc(-c3cccnc3)cc2)[C@H](CO)N1C(=O)Nc1ccc(F)cc1	11[25 µM]
CN(CC(=O)Nc1cccc(F)c1)CC(=O)N(C)c1c(N)n(Cc2ccccc2)c(=O)[nH]c1=O	6
O=c1c2c3c(sc2nc(N2CCNCC2)n1CCc1ccccc1)CCCCC3	4
Nc1nc(-c2cccnc2)nn1C(=O)c1ccccc1Cl	13
C[C@@H]1CN([C@H](C)CO)C(=O)c2cc(N(C)C)ccc2O[C@H]1CN(C)C(=O)Nc1cccc2ccccc12	-12[25 µM]
COC(=O)C[C@@H]1C[C@H]2c3cc(NC(=O)c4ccc5c(c4)OCO5)ccc3O[C@H]2[C@H](CO)O1	-8[25 µM]
COC(=O)C(Cc1ccccc1)N1CCS(=O)(=O)CC1 (stereo unspecified)	8
Cc1cc(N)ccc1S(C)(=O)=O	-11
C(=N\n1cnnc1)/c1cn(Cc2ccccc2)c2ccccc12	17
CC1CN(S(=O)(=O)Cc2ccccc2)CC(C)O1 (stereo unspecified)	9
Next section.
SMILES	CD40 NFkB inh
COc1ccccc1NC(=O)COC(=O)C1CCCC1	6
C/C=C/c1ccc([C@H]2[C@@H](CO)N(CC3CCOCC3)C23CN(C(=O)COC)C3)cc1	-8[25 µM]
COc1ccc([C@H]2C/C=C\C[C@H](c3ccc(F)cc3)NC(=O)CCC(=O)N2)c(OC)c1	-4[25 µM]
COCCn1c(SCC(=O)Nc2cccnc2Cl)nc2ccccc2c1=O	4
C[C@@H]1CCn2cc(nn2)COC[C@@H](c2ccccc2)NC1=O	11[25 µM]
O=C1NC(=O)C(c2ccccc2)(c2ccccn2)N1 (stereo unspecified)	4
COc1ccc(CCNC(=O)c2ccco2)cc1OC	10
COc1ncnc2c1NC(=O)CS2	9
O=C(/C=C/c1cn(-c2ccccc2)nc1-c1cccnc1)N1CCCCC1	-12
c1ccc(-n2ncc3c2ncn2nnnc32)cc1	9
CC(OC(=O)c1ccc2c(c1)OCCO2)C(=O)NC1CCCCC1C (stereo unspecified)	5
CC(=O)N1CCN(c2ccccc2NC(=O)c2cc3ccccc3o2)CC1	-6
COc1cc(OC)cc(-c2nnc(NC(=O)CCS(=O)(=O)c3ccc(F)cc3)o2)c1	7
COc1cc2cc(C(=O)N3CCOCC3)cc(-c3ccc(C)cc3)c2cc1OC	-16
COc1ccc(CN(CC2CCC(C(=O)O)CC2)C(=S)Nc2ccccc2OC)cc1 (stereo unspecified)	3
CN(CC(=O)Nc1ccc(OC(F)(F)F)cc1)C(=O)Cc1cccs1	-15
C[C@@H]1CN([C@@H](C)CO)C(=O)CCCn2nncc2CO[C@H]1CN(C)Cc1cccc(C(F)(F)F)c1	8[25 µM]
Cc1ccc(F)cc1NC(=O)COC(=O)C1CC2CCCC(C1)C2=O (stereo unspecified)	-8
CCCNC(=O)N1[C@H](CO)[C@H](c2ccc(C3=CCCC3)cc2)[C@@H]1CNC(C)=O	5
Cc1ccc(OCCC(=O)OCC(=O)N2CCN(S(=O)(=O)c3ccc(C)cc3)CC2)cc1	26
Cc1ccc(-c2nnc(-c3cccc(NC(=O)c4cccs4)c3)o2)cc1	-79
O=C(C#Cc1ccccc1)c1ccccc1	89*
O=C(Nc1ccc(F)cc1)N1CC(=O)N2[C@H](CO)[C@H](c3ccc(-c4cccc(F)c4)cc3)[C@H]2C1	0[25 µM]
CC(=O)c1[nH]c(C)c(C(C)=O)c1C	-14
C=C(C)CSc1nc2sc(C)c(C)c2c(=O)n1C	39
(more compounds)
SMILES	CD40 NFkB inh
CC(C)OC(=O)N(C)C[C@@H]1OCc2ccccc2-c2ccccc2C(=O)N([C@@H](C)CO)C[C@@H]1C	-9
CCc1noc(C)c1C(=O)N(CC)CC(=O)NCc1ccc(F)cc1	25
COc1cc(OC)cc(C(=O)NC(C(=O)Nc2ccc3c(c2)OCCO3)C(C)C)c1 (stereo unspecified)	-6
O=C(c1ccccn1)N1CCCC(N2CCN(c3ccc(F)cc3)CC2)C1 (stereo unspecified)	-3
Cc1cccc(NC(=O)CSc2nc(=O)n3ccccc3n2)c1C	1
CC(C)[C@H](NC(=O)NCc1ccc(F)cc1)C(=O)O	8
CCCNC(=O)N1[C@@H](C#N)[C@@H](c2ccc(-c3ccc(C(=O)N(C)C)cc3)cc2)[C@@H]1CO	-3[25 µM]
Cc1ccc(S(=O)(=O)N2CCN(C(=O)c3ccccc3-c3nc4ccccc4s3)CC2)c(C)c1	-5
COc1ccccc1NC(=O)C1=C(C)NC(=O)NC1c1ccc(C)s1 (stereo unspecified)	3
O=C(COC(=O)Cc1ccccc1F)NNC(=O)c1ccc(Cl)cc1	-6
CC1(c2ccccc2)NC(=O)N(CC(=O)Nc2ccccc2C(=O)N2CCCCC2)C1=O (stereo unspecified)	-8
Cc1noc(C)c1S(=O)(=O)N(C)Cc1ccccc1	8
COc1cc(CN2CCN(C3CCC3)CC2CCO)cc(OC)c1 (stereo unspecified)	-5
OC[C@H]1[C@@H](c2ccccc2)[C@@H](CNCC2CCC2)N1CC1CC1	-1[25 µM]
Cc1cc(C)n2nc(C(=O)OCC(=O)N(Cc3ccccc3)C(C)C)nc2n1	7
CC(=O)Nc1ccc(NC(=O)COc2c(C)cc(Br)cc2C)cc1	-1
O=C(Cc1ccccc1)NCC1OCCc2ccccc21 (stereo unspecified)	17
CO[C@H]1CN(C)C(=O)c2ccc(NC(=O)NC(C)C)cc2OC[C@H](C)N(Cc2ccc(-c3ccccn3)cc2)C[C@H]1C	-6[25 µM]
CC(=O)c1cccc(N(CC(=O)O)S(C)(=O)=O)c1	21
CCOC(=O)c1sc2nc(C)c([N+](=O)[O-])c(COC)c2c1N	-4
Cc1ccc(-c2ccc3c(c2)O[C@H](CN(C)Cc2cncnc2)[C@H](C)CN([C@@H](C)CO)S3(=O)=O)cc1	-20[25 µM]
c1ccc(OCCSc2nnc3sc4ccccc4n23)cc1	87*
C[C@@H]1CN([C@@H](C)CO)C(=O)CCCn2nncc2CO[C@@H]1CN(C)Cc1ccccc1C(=O)O	-4[25 µM]
FC(F)(F)c1cnc(-c2cnc(-c3ccccn3)nc2)c(Cl)c1	-38
O=C(Nc1ccc(F)cc1)N1C[C@@H]2[C@H](c3ccccc31)[C@@H](CO)N2Cc1ccccc1Cl	6[25 µM]

Fetched by compound from above (2):
SMILES	CD40 NFkB inh
O=C(COC(=O)Cc1ccccc1F)NNC(=O)c1ccc(Cl)cc1	-6
CC(C)OC(=O)N(C)C[C@@H]1OCc2ccccc2-c2ccccc2C(=O)N([C@@H](C)CO)C[C@@H]1C	-9

The list goes on.
SMILES	CD40 NFkB inh
CCc1c(C)sc(NC(=O)C2CC(c3c(F)cccc3Cl)=NO2)c1C#N (stereo unspecified)	-10
O=C(NC1CCCCC1)N1CC(=O)N2[C@H](CO)[C@@H](c3ccc(-c4cccnc4)cc3)[C@H]2C1	-4
Cc1ccc(NC(=O)COc2ccccc2C(N)=O)cc1S(=O)(=O)N1CCCCCC1	-1
CN(C1=C(N2CCCCC2)C(=O)c2ccccc2C1=O)c1ccccc1	20
COc1ccc(S(=O)(=O)c2ccccc2)cc1NC(=O)c1c(F)cccc1F	11
N/C(=N\OC(=O)C(c1ccccc1)c1ccccc1)c1cccnc1	6
C[C@@H](NC(=O)C[C@@H]1C[C@@H]2c3cc(NS(=O)(=O)c4ccc(F)cc4)ccc3O[C@@H]2[C@H](CO)O1)c1ccccc1	4[25 µM]
CCOC(=O)C1CC(C)=C(C)CC1C(=O)O (stereo unspecified)	8
CC1CCCC(NC(=O)CN2C(=O)NC(C)(c3cc(F)ccc3F)C2=O)C1C (stereo unspecified)	9
COc1ccc(CC(=O)Nc2ccc(C(=O)Nc3nccs3)cc2)cc1OC	20
O=C(Cc1ccccn1)N[C@H]1C=C[C@@H](CC(=O)N2CCCCC2)O[C@@H]1CO	-2
C[C@@H]1CN([C@@H](C)CO)C(=O)c2c(c3ccccc3n2C)-c2ccccc2CO[C@H]1CN(C)S(=O)(=O)c1ccc(C#N)cc1	6
O=C(CCc1c[nH]c2ccccc12)NCc1ccco1	12
Cn1cnc(S(=O)(=O)N2C[C@@H](O)COC[C@H]3O[C@H](CC(=O)NCc4cccc(F)c4)CC[C@@H]32)c1	-11[25 µM]
CC(C)(C)NC(=O)CCC1COc2ccccc2O1 (stereo unspecified)	-32
Fc1ccc(-c2cnn3c(-c4cccs4)ccnc23)cc1	-50
O=C(c1ccco1)N1CCN(C(=O)c2ccc(-c3ccc(Cl)cc3)o2)CC1	-19

Only part of the results is shown; rates above refer to the full screens.
